From PubChem BioAssay
All columns: NCI-60 one-dose screen, growth in % after 48 h at 10 µM unless noted; 100 = growth as untreated, 0 = no growth, -100 = all killed.
HCT-15: HCT-15 colon cancer; 82,000 tested, 5.2% active
NCI-H322M: NCI-H322M lung cancer; 80,000 tested, 2.7% active; AID 1794733
NCI-H460: NCI-H460 lung cancer; 82,000 tested, 6.8% active; AID 1794736
NCI/ADR-RES: NCI/ADR-RES ovarian cells; 81,000 tested, 4.4% active; AID 1794790
HCT-116: HCT-116 colon cancer; AID 1794798; 82,000 tested, 7.3% active
NCI-H226: NCI-H226 lung cancer; AID 1794732; 79,000 tested, 3.5% active
NCI-H522: NCI-H522 lung cancer | 78,000 tested, 8% active
COLO 205: COLO 205 colon cancer. 79,000 tested, 7.3% active
NCI-H23: NCI-H23 lung cancer; 80,000 tested, 4% active; AID 1794731
Starred values were filed as active, the others as inactive; / = not tested or not shown; & = joins results of further samples; [ ] = another dose, or the depositor's remark. How the source made its calls: active means growth percent below 10; inactive means the rest.

SMILES	HCT-15	NCI-H322M	NCI-H460	NCI/ADR-RES	HCT-116	NCI-H226	NCI-H522	COLO 205	NCI-H23
Cc1cccc(C)c1NC(=S)/N=C\c1c(O)[nH]c(=O)[nH]c1=O	107	99	105	108	106	100	86	103	104
COc1ccc(C(=O)Nc2nc3ccc(OC(F)(F)F)cc3o2)cc1	103	112	103	108	105	106	/	132	92
O=C(O)c1cc([N+](=O)[O-])ccc1Sc1ccccc1	109	120	109	105	115	118	89	122	100
COc1ccc(-c2nn(-c3cccc(Cl)c3)cc2C2CC(c3ccc(Br)cc3)=NN2C(C)=O)cc1 (stereo unspecified)	95	81	77	95	87	80	70	96	87
O=C(NCCCl)Nc1ncn[nH]1	107	/	115	103	116	98	100	107	109
C1CCC(C2CCCC2)CC1	98	113	101	103	103	102	/	115	103
COc1cc(/C=C\c2cc(OC)c(OC)c(OC)c2)cc(NC(=O)/C=C/c2cc(OC)c(OC)c(OC)c2)c1OC	35	67	56	18	41	67	23	38	28
C=C1CCCC(C)(C)[C@@H]1CC/C(C)=C/CC[C@@H]1[C@@]2(C)CCCC(C)(C)C2CC[C@@]1(C)O (stereo partly specified)	108	103	105	106	101	91	97	105	96
COc1ccc(-c2cc(=O)c3ccc4ccccc4c3o2)cc1	107	113	105	103	106	108	98	97	98
CCN(CC)CCOCC[C@H]1CC[C@H]2[C@@H]3[C@H](C)Cc4cc(OS(N)(=O)=O)ccc4[C@H]3CC[C@]12C	-37*	-25*	-85*	-70*	-98*	-62*	/	-78*	-87*
CCN1CCCC1CNC1CCN(c2cc(C)nc(N3CCCC3)n2)CC1 (stereo unspecified)	101	103	102	101	101	105	94	98	104
C=CC(CO)N1CCCCC1 (stereo unspecified)	110	99	100	106	105	100	87	116	101
CC1(C)CC(=O)c2c(nn(-c3ccc(Br)cc3)c2-c2cn(-c3ccccc3)nc2-c2cccnc2)C1	95	93	97	94	85	98	86	105	90
O=C(Nc1ccc(Br)cc1)Nc1ccccc1Cl	87	119	93	80	72	80	57	106	63
Cc1cc(=O)oc2cc(OCCCCOc3ccc(/C=C/C(=O)Nc4ccc([N+](=O)[O-])cc4)cc3)ccc12	104	106	121	112	109	109	104	137	102

Sorted by count of non-hydrogen atoms (ascending): some entries from above
SMILES	HCT-15	NCI-H322M	NCI-H460	NCI/ADR-RES	HCT-116	NCI-H226	NCI-H522	COLO 205	NCI-H23
O=C(Nc1ccc(Br)cc1)Nc1ccccc1Cl	87	119	93	80	72	80	57	106	63
Cc1cccc(C)c1NC(=S)/N=C\c1c(O)[nH]c(=O)[nH]c1=O	107	99	105	108	106	100	86	103	104
C=C1CCCC(C)(C)[C@@H]1CC/C(C)=C/CC[C@@H]1[C@@]2(C)CCCC(C)(C)C2CC[C@@]1(C)O (stereo partly specified)	108	103	105	106	101	91	97	105	96

Complete entries, looked up by structure. Screens in order: HCT-15 | NCI-H322M | NCI-H460 | NCI/ADR-RES | HCT-116 | NCI-H226 | NCI-H522 | COLO 205 | NCI-H23
CC1(C)CC(=O)c2c(nn(-c3ccc(Br)cc3)c2-c2cn(-c3ccccc3)nc2-c2cccnc2)C1 is entered as 95 | 93 | 97 | 94 | 85 | 98 | 86 | 105 | 90
COc1cc(/C=C\c2cc(OC)c(OC)c(OC)c2)cc(NC(=O)/C=C/c2cc(OC)c(OC)c(OC)c2)c1OC is entered as 35 | 67 | 56 | 18 | 41 | 67 | 23 | 38 | 28
COc1ccc(-c2nn(-c3cccc(Cl)c3)cc2C2CC(c3ccc(Br)cc3)=NN2C(C)=O)cc1 (stereo unspecified) is entered as 95 | 81 | 77 | 95 | 87 | 80 | 70 | 96 | 87
O=C(NCCCl)Nc1ncn[nH]1 is entered as 107 | / | 115 | 103 | 116 | 98 | 100 | 107 | 109
O=C(Nc1ccc(Br)cc1)Nc1ccccc1Cl is entered as 87 | 119 | 93 | 80 | 72 | 80 | 57 | 106 | 63

Other records:
SMILES	HCT-15	NCI-H322M	NCI-H460	NCI/ADR-RES	HCT-116	NCI-H226	NCI-H522	COLO 205	NCI-H23
O=C(O)c1ccc(-n2cc(/C=N/Nc3ccc(F)cc3F)c(-c3ccc(O)cc3)n2)cc1	90	96	104	109	91	104	82	111	90
c1ccc(-c2nn(-c3ccccc3)c3c2-c2ccccc2CO3)cc1	101	108	106	103	96	94	91	113	100
CCN(CC)CCCCCCNc1cc(C)cc2ccc(C)nc12	76	89	99	92	98	102	94	90	91
COc1ccc([C@@H]2CC(=O)c3c(O)cc(O[C@@H]4OC(CO[C@@H]5OC(C)[C@H](O)C(O)C5O)[C@@H](O)C(O)[C@@H]4O)cc3O2)cc1O (stereo partly specified)	102	103	108	102	113	103	98	116	97
O=C1c2ccccc2-c2cc3ccccc3c(=O)n21	107	90	111	100	102	83	78	92	101
CC(N)(C(=O)O)C1CCCC1 (stereo unspecified)	100	101	102	108	99	108	101	/	106
CCCCC[n+]1ccc(SCC(=O)n2ccc3ccccc32)c2ccccc21	92	85	92	96	74	70	70	103	57
COc1cc2nc(-c3ccc(Cl)cc3)cc(OCCCN3CCC(O)CC3)c2cc1OC	19	58	24	45	18	3.8*	33	24	76
Cc1cc(C)c(C)c(C(=O)CCC(=O)O)c1C	105	102	109	107	95	100	97	114	101
COc1cccc(CN(CCC(=O)O)Cc2cccc(OC)c2)c1	106	109	111	104	105	110	93	117	106
NS(=O)(=O)c1ccc(CCn2c(-c3ccc(Cl)cc3)nc(-c3ccccc3)c2-c2ccccc2)cc1	99	97	105	105	107	95	106	110	101
O=C1C(Cl)=C(N2CCOCC2)C(=O)N1Cc1ccc(Cl)cc1	105	97	106	104	96	104	84	112	104
C/C=C(/c1cccnc1)C1c2ccccc2NC1CC (stereo unspecified)	98	99	101	98	92	88	92	113	94
Cc1ccc(O)cc1N(C)C	110	109	110	106	104	97	97	104	104
COc1ccc(OC)c(/C=C2\CCc3ccccc3C2=O)c1	24	70	14	18	19	76	23	/	63
C/C=C(\C)CCC(C)(O)CC (stereo unspecified)	100	108	106	110	101	/	93	108	102
Nc1c[nH]c(=S)s1	106	99	105	105	101	102	100	108	97
N#Cc1nn(-c2ccccc2)nc1N1CCOCC1	99	105	103	100	101	88	94	115	94
CCN(CC)CC(c1ccccc1)C(O)(c1ccccc1)c1ccccc1 (stereo unspecified)	116	113	122	95	87	107	95	121	97
COc1ccc(/C=C2\SC(=S)N(NC(=O)C(C)c3ccc(CC(C)C)cc3)C2=O)cc1 (stereo unspecified)	99	106	101	104	100	91	89	120	96
CCOC(=S)SCCSC	108	115	111	105	103	110	97	108	100
C/C(=N\NC(=O)Cn1c(C(C)C)nc2ccccc21)c1ccccc1	96	101	108	98	92	78	92	108	92
Cc1ccc(C(=O)Nc2ccccc2C(=O)N/N=C/c2cc3ccccc3cn2)cc1	30	67	39	66	37	72	79	79	75
Cc1ccccc1OS(=O)(=O)c1cccc([N+](=O)[O-])c1	104	92	105	157	102	105	86	130	103
O=C(NC(C(=O)O)C(O)c1ccccc1)C(Cl)Cl (stereo unspecified)	108	127	114	108	113	112	93	115	111
Cc1ccc(C(=O)Nc2ccc(-n3c(C)nc4c(cnn4-c4ccccc4)c3=O)cc2)cc1	75	87	75	53	52	55	71	77	54
Clc1ccc(C(/C=C/c2sc(Cl)nc2Cl)=N/Nc2cc(Cl)cc(Cl)c2)cc1	105	100	103	104	106	90	91	118	92
Cn1cnc2c(=S)nc(N)[nH]c21	102	103	114	121	93	97	94	109	113
CCCCOC(=O)Oc1ccc(Cl)cc1	98	105	113	/	97	99	90	113	109
CCOC(=O)c1c(C)nc2c(c1N)CC(=O)N2Cc1ccc(C)cc1	96	102	101	87	80	95	76	105	91
CC(C)OC(=O)C1OC1(C)c1ccccc1 (stereo unspecified)	101	96	105	112	104	101	103	112	105
OCc1cnc2ccccc2c1NC1CCCCCC1	98	89	93	57	78	80	62	110	77
CCC(=O)C[n+]1cc2ccccc2c2ccccc21	107	100	119	108	106	104	113	129	107
COc1ccc2c(c1)C(C)Cc1c(Cl)ncnc1N2C (stereo unspecified)	4.9*	36	17	2.0*	7.0*	-3.4*	-50*	-66*	7.7*
CCOCC(=O)O	110	97	107	105	98	94	79	108	106
N#CCCc1c[nH]c2ccccc12	104	94	98	99	93	90	95	100	105
C/C=C/CCCCCCCCCC1CC(=O)OC1=O (stereo unspecified)	101	100	112	103	95	89	100	127	100
COc1ccc(-c2nnc(SCC(=O)N3CCN(c4cc5c(cc4F)c(=O)c(C(=O)O)cn5C4CC4)CC3)n2-c2ccccc2)cc1OC	93	106	103	99	60	99	93	83	103
O=C(CSc1nc(-c2ccccc2)c(-c2ccccc2)o1)N1CCCCC1	46	198	34	89	48	93	81	83	98
c1ccc(CC2CCN(c3ncnc4sc5c(c34)CCN(Cc3ccccc3)C5)CC2)cc1	85	100	94	91	81	84	69	97	70
CCOC(=O)c1nnn(-c2ccc(Cl)cc2)c1C(F)(F)F	97	99	106	104	98	102	68	107	98
Brc1cnc2ccccc2c1	101	106	109	102	106	105	/	100	103
CCCCCCCN(CCCCCCC)CC(O)c1ccc(Br)cc1 (stereo unspecified)	69	93	61	81	45	112	74	64	59
CCOC(=O)CC1CSC(c2cccc(Cl)c2)=N1 (stereo unspecified)	106	93	108	96	97	113	101	120	95
CC[C@H]1OC(=O)[C@H](C)[C@@H](O[C@H]2C[C@@](C)(OC)[C@@H](O)[C@H](C)O2)[C@H](C)[C@@H](O[C@@H]2O[C@H](C)C[C@H](N(C)C)[C@H]2O)[C@](C)(O)C[C@@H](C)C(=O)[C@H](C)[C@@H](O)[C@]1(C)O	104&103	88&87	107&110	105&105	97&96	96&95	96&91	100&102	107&98
CCOC(=O)c1cc(=O)[nH]c(O)c1N=Nc1ccccc1	122	128	118	114	98	113	113	123	106
c1n[nH]cc1-c1nc2ccc3[nH]ncc3c2c2c1CC1(CC2)COC1	70	64	73	108	15	66	-25*	25	62
O=C1OC(c2ccc(-c3ccccc3)cc2)=C/C1=C/c1c(Cl)cccc1Cl	84	86	99	99	63	84	89	103	95
Cc1cc2nc(-c3ccccc3O)[nH]c2cc1C	89	125	92	107	88	84	79	103	78
COc1ccc(-c2cnc(N)nc2-c2ccc(OC)cc2O)cc1	101	90	90	86	80	100	80	113	92
CN(CCCNC(=O)c1cccc(C(=O)O)c1)CCCNC(=O)c1cc(NC(=O)c2cc(NC(=O)c3nc(NC(=O)c4cc(NC(=O)[C@H](N)CCNC(=O)c5nc(NC(=O)c6cc(NC(=O)c7cc(NC(=O)c8sccc8Cl)cn7C)cn6C)cn5C)cn4C)cn3C)cn2C)cn1C	108	89	85	113	84	94	76	73	104
CCOC(=O)c1ccc(Nc2ccnc(SCC(=O)c3ccc(Cl)cc3)n2)cc1	102	93	102	99	93	92	88	138	94
COc1ccc(N2C(N)=C(C#N)C(c3ccc([N+](=O)[O-])cc3)C3=C2CC(C)(C)CC3=O)cc1OC (stereo unspecified)	100	103	108	102	104	98	102	119	100
C/C(=C\CC(O)Cc1ccccc1)C(=O)N[C@H](C(=O)N1CCCC1c1nccs1)C(C)C (stereo partly specified)	105	103	106	97	90	107	90	107	98
O=C(Nc1csnn1)c1csnn1	106	96	/	108	114	101	112	119	108
Cc1ccc(NC(=O)Oc2ccc(C#N)cc2)cc1Cl	96	110	105	107	104	96	99	111	105
CN1C(=O)N(C)C2C1NN=C1SC(c3ccccc3)=CC(=O)N12 (stereo unspecified)	97	93	102	100	86	94	92	108	96
O=c1[nH]nc(-c2ccccc2)c2sc3ncc(-c4ccc(Br)cc4)n3c12	95	72	34	98	17	44	-1.6*	37	62
N#CCc1ncc(-c2ccc(C(F)(F)F)cc2)c(NC2CCCCCC2)n1	22[100 µM]	68[100 µM]	8.3*[100 µM]	28[100 µM]	8.1*[100 µM]	55[100 µM]	/	19[100 µM]	26[100 µM]
N[C@@H](Cc1ccccc1)[C@@H](O)C(=O)NCc1ccc(F)cc1	103	104	103	110	96	103	96	111	106
The list continues:
SMILES	HCT-15	NCI-H322M	NCI-H460	NCI/ADR-RES	HCT-116	NCI-H226	NCI-H522	COLO 205	NCI-H23
O=S(=O)(c1ccccc1)C1CC1(c1ccccc1)c1ccccc1 (stereo unspecified)	105	/	102	97	96	90	92	120	97
Oc1c(C(c2ccccc2)N2CCOCC2)ccc2ccccc12 (stereo unspecified)	97	99	109	107	96	108	/	108	97
CCC1(C)NC(C)(C)CO1 (stereo unspecified)	113	109	109	109	104	98	85	103	108
CC(Br)C(O)c1cc2c(cc1Br)OCO2 (stereo unspecified)	102	111	112	105	101	106	100	120	100
CN1CN(C)C(c2ccncc2)=C1c1ccncc1	108	135	112	109	106	97	95	122	94
Cn1c(N2CCOCC2)nc2c(NCc3cccnc3)cccc2c1=O	95	99	107	90	92	99	77	108	99
C1CN(SSN2CCOCC2)CCO1	19[100 µM]	59[100 µM]	11[100 µM]	2.7*[100 µM]	-76*[100 µM]	26[100 µM]	-53*[100 µM]	-70*[100 µM]	3.6*[100 µM]
COC(=O)CCNc1ccccc1C(=O)OC	112	129	99	111	93	101	96	110	106
O=C(CSc1nnc(-c2cc(-c3ccccc3)nc3ccccc23)o1)c1ccccc1	106	101	111	100	100	112	88	117	98
COc1ccc2c(c1)C(=O)c1c-2c(OCCN(C)C)nc2cc(OC)ccc12	-63*	20	-71*	-11*	-76*	-26*	-22*	2.8*	-57*
